RGS7-Gao: regulators of human RGS7-Galphao interaction; P09471; Multiplexed bead flow cytometry, RGS7-Galphao binding; actives lie on both sides; binding response (% of control), % at 10 µM; 0.35% of 220,000 active; in the data active = binding response below about 49% or above about 150%; inconclusive = no clear call, values can overlap the other calls; inactive = in between;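 note: fluorescent Galphao held in activated GDP-AlF4 state binding bead-coupled RGS7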
Target sequence (P09471 whole entry, looked up): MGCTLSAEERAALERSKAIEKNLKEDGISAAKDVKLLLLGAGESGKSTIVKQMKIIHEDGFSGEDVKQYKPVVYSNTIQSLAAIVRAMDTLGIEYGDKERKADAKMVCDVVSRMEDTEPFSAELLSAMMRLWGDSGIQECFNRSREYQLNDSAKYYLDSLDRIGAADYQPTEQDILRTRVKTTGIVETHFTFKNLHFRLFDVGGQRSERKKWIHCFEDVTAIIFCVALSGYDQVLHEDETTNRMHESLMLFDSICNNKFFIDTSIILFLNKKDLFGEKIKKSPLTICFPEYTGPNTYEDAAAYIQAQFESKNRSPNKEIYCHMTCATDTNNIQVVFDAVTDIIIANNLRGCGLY
Bim-Mcl-1: disrupts Bim peptide binding to human Mcl-1. Bead-based flow cytometry, Bim peptide-Mcl-1 binding. inhibition, % at 10 µM. Q07820. AID 1009. 0.1% of 190,000 active;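 note: 0% = no compound tracer wells and 100% = peptide blocker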
Mcl1 Bid PPI: disrupts binding of human Mcl-1 to Bid peptide; AID 1021; 0.97% of 220,000 active; Q07820; TR-FRET Mcl-1/Bid-Dy647 peptide binding, 1536-well; inhibition, % at 21.7 µM;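 active = compounds that cut the binding signal by more than half at the single screening dose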;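 note: His-tagged Mcl-1 with europium anti-His antibody binding Bid BH3 peptide; 0% = Mcl-1 plus peptide wells and 100% = peptide-only wells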
Bim-Bcl-XL: disrupts Bim peptide binding to human Bcl-XL | Q07817 | bead flow cytometry, fluorescence | inhibition, % at 10 µM | 0.04% of 190,000 active | AID 1007
Target sequence (Q07817 whole entry, looked up): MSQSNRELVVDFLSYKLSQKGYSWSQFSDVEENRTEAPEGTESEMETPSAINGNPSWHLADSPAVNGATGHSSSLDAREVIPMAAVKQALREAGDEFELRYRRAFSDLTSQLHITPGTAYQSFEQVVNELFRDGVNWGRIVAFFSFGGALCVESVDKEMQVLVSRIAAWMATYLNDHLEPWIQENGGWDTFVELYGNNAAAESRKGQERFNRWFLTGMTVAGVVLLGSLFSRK
Bfl-1 Bim block: inhibitors of Bim-Bfl-1 interaction, human; Q16548; Bead-based flow cytometry, Bim-Bfl-1 binding inhibition; inhibition, % at 10 µM; 0.12% of 190,000 active;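 note: 0% = wells without compound plus tracer and 100% = blocker peptide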
GSH bead fluor: GSH bead compound fluorescence profile. GSH beads flow cytometry, compound fluorescence 488/530 nm; active compounds read high. fluorescence (KMESF) at 10 µM. 0.25% of 190,000 active. AID 1776; in the data active = fluorescence above about 89;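 note: glutathione beads carrying GST-tagged Bcl family fusion proteins plus one bare bead set; values are compound well signal with DMSO vehicle wells as background; inactives centre near 16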
Bim-Bcl-B: inhibitors of Bim-Bcl-B interaction, human; Q9HD36; inhibition, % at 10 µM; bead-based flow cytometry, Bim peptide-Bcl-B binding; 0.073% of 190,000 active;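 note: 0% = tracer peptide without compound and 100% = reference inhibitor peptide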
Bim-Bcl-2: inhibitors of Bim-Bcl-2 interaction, human; P10415; Bead-based flow cytometry, Bim peptide-Bcl-2 binding; AID 950; inhibition, % at 10 µM; 0.06% of 190,000 active; in the data active = inhibition above about 40%; inconclusive = no clear call, values can overlap the other calls;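 note: 0% = no compound wells with probe peptide and 100% = reference peptide inhibitor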
Target sequence (P10415 whole entry, looked up): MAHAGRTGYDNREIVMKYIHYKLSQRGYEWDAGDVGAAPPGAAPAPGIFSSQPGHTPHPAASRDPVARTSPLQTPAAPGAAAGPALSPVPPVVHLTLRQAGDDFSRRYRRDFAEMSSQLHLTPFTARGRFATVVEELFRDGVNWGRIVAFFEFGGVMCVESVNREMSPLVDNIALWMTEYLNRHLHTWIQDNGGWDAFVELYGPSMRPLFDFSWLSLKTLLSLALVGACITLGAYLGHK
Bcl-W Bim block: inhibitors of Bim-Bcl-W interaction, human. Q92843. bead-based flow cytometry, Bim peptide-Bcl-W binding. inhibition, % at 10 µM. 0.02% of 190,000 active. AID 952;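 note: 0% = bound tracer without compound and 100% = peptide blocker; higher means less fluorescent Bim peptide bound to Bcl-W beads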
Target sequence (Q92843 whole entry, looked up): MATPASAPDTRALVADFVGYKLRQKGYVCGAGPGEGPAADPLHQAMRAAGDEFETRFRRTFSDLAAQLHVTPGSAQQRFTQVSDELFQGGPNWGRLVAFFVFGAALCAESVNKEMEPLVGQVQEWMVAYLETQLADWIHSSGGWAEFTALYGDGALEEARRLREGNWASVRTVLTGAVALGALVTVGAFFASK
RGS4-Gao reg: human RGS4-Galphao interaction regulation; Multiplexed bead flow cytometry, RGS4-Galphao binding; actives lie on both sides; 0.33% of 220,000 active; binding response (% of control), % at 10 µM; in the data active = binding response below about 49% or above about 150%; inactive = in between;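 note: fluorescent Galphao activated with aluminum fluoride binding bead-coupled RGS4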
RGS8-Gao reg: human RGS8-Galphao interaction regulation. P09471. 0.34% of 220,000 active. AID 1423. multiplexed bead flow cytometry, RGS8-Galphao binding; actives lie on both sides. response (percent of control binding), % at 10 µM; in the data active = response below about 60% or above about 140%; inactive = in between;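 note: Galphao activated as the GDP aluminium fluoride complex binding bead-coupled RGS8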
* hit, by the source's call; ? = inconclusive; . = no result given; [ ] = another dose, or the depositor's remark. Cut-off read from the data, not from the text of the source, unless noted: active = inhibition above about 40%.

RGS7-Gao	Bim-Mcl-1	Mcl1 Bid PPI	Bim-Bcl-XL	Bfl-1 Bim block	GSH bead fluor	Bim-Bcl-B	Bim-Bcl-2	Bcl-W Bim block	RGS4-Gao reg	RGS8-Gao reg	Compound
100	-1	-4	-9	-4	11	-7	-4	-4	100	98	CC(C)c1onc(C(=O)NCc2ccc(Cl)cc2)c1[N+](=O)[O-]
?	0	-6	-1	-2	27	-4	0	0	98	97	O=C(Nc1ccc(F)cc1)C1CC(=O)n2cnnc2N1 (configuration not stated)
101	0	-17	0	-9	11	-10	-8	2	104	103	O=C(NCCN1CCCC1)C1CCN(S(=O)(=O)N2CCC3(CC2)OCCO3)CC1
100	-6	-23	-6	-4	25	-7	-4	-5	103	103	CCOC(=O)CNc1c(-c2ccc(OC)cc2)nc2ccc(Cl)cn12
99	0	3	-2	-12	23	-5	-3	0	96	100	Cc1ccc(S(=O)(=O)N2CCCC2CO)cc1 (configuration not stated)
102	-1	-1	-5	-1	71	-2	-4	-8	101	104	Cc1ccc(S(=O)(=O)NCC(=O)NCc2ccncc2)cc1
99	-48	-4	-33	-35	71	-49	-41	-38	100	101	S=C(NC1CCCCC1)N(CCc1nc2ccccc2[nH]1)C1CCCC1
100	-1	54*	0	2	21	0	0	0	97	102	O=C1c2ccccc2C(=O)N1CCCCN(C(=O)c1cccc([N+](=O)[O-])c1)c1ccc(Cl)cc1
134	.	-31	.	.	231*	.	?	.	171*[activator]	120	O=C(Nc1cccnc1)c1c(O)c2cccc3c2n(c1=O)CC3
97	0	-10	-14	-10	63	-2	-6	7	100	101	Cc1cc(C)cc(Oc2cc(NC(=O)c3cn(C)nc3C)cc([N+](=O)[O-])c2)c1
96	0	-15	0	-3	10	-2	0	0	94	99	COc1cc([N+](=O)[O-])ccc1NC(=O)CN1CCCC1
101	-2	1	0	-1	13	0	-7	-3	101	102	COc1ccc(CN(C2CCCC2)S(=O)(=O)c2ccc(-n3cnnn3)cc2)cc1
105	-1	-7	-2	-17	21	-10	-9	1	102	102	Cn1c(=O)c2c(nc(SCc3nn[nH]n3)n2Cc2ccccc2F)n(C)c1=O
100	0	-45	1	-4	13	-3	-4	1	102	102	CCCCN(CC)CCNS(=O)(=O)c1ccc2c(c1)oc(=O)n2C
116	-1	-26	0	-12	9	-3	-10	0	112	125	COc1ccc(OC)c(C2C=C(C34CC5CC(CC(C5)C3)C4)NC(=S)N2)c1 (configuration not stated)
101	-1	-2	0	-3	12	-7	-1	-3	101	103	O=C(NCCCn1ccnc1)C(=O)NC1CCCCC1
101	-3	-129	-4	-14	9	-4	-9	-2	103	104	N#CC1=C(N)Nc2nc3ccccc3n2C1c1ccc(Cl)cc1 (configuration not stated)
98	0	-52	-1	2	4	-6	-3	0	101	101	COc1ccccc1OCC(=O)Nc1cc(S(=O)(=O)N2CCCCC2)ccc1N1CCCCC1
99	-6	-53	-8	-1	11	-11	-7	-5	100	101	CCOC(=O)c1c(NC(=S)Nc2cc([N+](=O)[O-])ccc2OC)sc2c1CCCCC2
100	1	-7	-3	0	12	0	-2	-4	102	98	CC(C)c1cc(C(=O)Nc2cccnc2)no1
102	-1	-13	0	4	8	0	-1	0	100	105	COc1cc(/C=C/C(=O)Nc2ccc(C(C)=O)cc2)cc(OC)c1OC
99	-1	-2	-5	-15	22	-7	-2	2	100	101	Cn1c(=O)n(Cc2ccccc2)c2ccccc21
97	-7	-12	-5	-1	26	-5	-3	0	100	102	COC(=O)CCC(=O)c1oc2ccc(Br)cc2c1N
100	-1	-7	-4	-4	21	-6	-1	-1	100	102	COc1ccc(N(C(C)C(=O)N2CCC(Cc3ccccc3)CC2)S(C)(=O)=O)cc1 (configuration not stated)
102	-1	-31	-6	-8	40	-9	-9	3	103	100	O=C(CCN1C(=O)C2C3C=CC(C3)C2C1=O)Nc1ccccc1F (configuration not stated)

Single values from the list.
Result of `O=C(NCCCn1ccnc1)C(=O)NC1CCCCC1` in Bim-Bcl-B: -7
Result of `COc1ccc(OC)c(C2C=C(C34CC5CC(CC(C5)C3)C4)NC(=S)N2)c1` (configuration not stated) in RGS4-Gao reg: 112

3 entries already listed, arranged by molar mass, rising.
RGS7-Gao	Bim-Mcl-1	Mcl1 Bid PPI	Bim-Bcl-XL	Bfl-1 Bim block	GSH bead fluor	Bim-Bcl-B	Bim-Bcl-2	Bcl-W Bim block	RGS4-Gao reg	RGS8-Gao reg	Compound
99	-1	-2	-5	-15	22	-7	-2	2	100	101	Cn1c(=O)n(Cc2ccccc2)c2ccccc21
99	0	3	-2	-12	23	-5	-3	0	96	100	Cc1ccc(S(=O)(=O)N2CCCC2CO)cc1 (configuration not stated)
100	-1	-4	-9	-4	11	-7	-4	-4	100	98	CC(C)c1onc(C(=O)NCc2ccc(Cl)cc2)c1[N+](=O)[O-]

(listing goes on)
RGS7-Gao	Bim-Mcl-1	Mcl1 Bid PPI	Bim-Bcl-XL	Bfl-1 Bim block	GSH bead fluor	Bim-Bcl-B	Bim-Bcl-2	Bcl-W Bim block	RGS4-Gao reg	RGS8-Gao reg	Compound
105	-4	0	-7	-11	10	-8	-7	-4	102	100	Cc1ccc(C)c(N(CC(=O)Nc2ccc(-c3nc4ccc(C)cc4s3)cc2)S(C)(=O)=O)c1
99	-3	-38	-4	-7	9	-8	-4	-3	100	98	O=C(NCc1ccco1)c1cccc(C(F)(F)F)c1
100	-1	6	-3	-4	8	0	0	-1	103	103	Cc1nc2ccc(NC(=O)COc3ccccc3[N+](=O)[O-])cc2s1
?	2	-37	-1	-6	14	-4	-2	1	100	99	O=C(CN1CCCC1)Nc1cc(F)ccc1F
99	-4	-44	-4	-2	7	-4	-1	-4	101	100	O=C(O)C1CC=CCC1C(=O)Nc1ccc(Oc2ccc(Cl)cc2)cc1 (configuration not stated)
97	-1	-31	-4	-6	23	-3	-5	-3	100	103	Cc1onc(-c2ccccc2Cl)c1C(=O)NC(=S)NCC(=O)c1ccccc1
105	-4	-25	-8	-11	10	-8	-4	-7	103	99	COc1ccc(-c2nn(-c3ccccc3)cc2C(=O)OCC(=O)c2ccc(C)c([N+](=O)[O-])c2)cc1
102	-2	11	0	0	25	1	-4	-5	98	98	COCCN1C(=O)C(O)=C(C(=O)c2ccco2)C1c1cccc(Oc2ccccc2)c1 (configuration not stated)
105	-1	-5	-1	-1	14	-5	-4	0	105	100	CC1CC(C)CN(S(=O)(=O)c2ccc(C(=O)OCC(=O)NCCN3C(=O)CSC3=O)cc2)C1 (configuration not stated)
99	2	-18	0	0	15	-1	0	-2	98	99	O=C(c1ccc2snnc2c1)N1CCOCC1
98	-2	-38	-9	-11	32	-9	-8	0	101	101	O=[N+]([O-])c1ccc(C(=S)N2CCN(Cc3ccccc3)CC2)cc1
94	-6	3	-8	-7	25	-6	-5	-2	96	101	CCN(CC)S(=O)(=O)c1ccc2oc(SCc3ccc(F)cc3)nc2c1
92	-7	-9	-7	-3	14	-5	0	-2	89	88	Cc1nnc(SCC(=O)Nc2nc3ccccc3s2)n(N)c1=O
108	-4	-10	-7	-1	6	-4	-7	-2	105	105	CCCN(CC1CC1)C(=O)COC(=O)c1ccc(CNS(=O)(=O)c2ccc(F)c(Cl)c2)cc1
108	0	-3	-2	-3	15	-4	-6	0	112	110	Cc1cnccc1NC(=O)c1cccs1
100	-3	-9	-7	-2	13	-6	-10	-3	102	98	CN(C(=O)COC(=O)c1n[nH]c2ccccc12)C1CCS(=O)(=O)C1 (configuration not stated)
99	0	-9	0	0	21	0	1	0	102	98	CC1(C)Cc2[nH]c(=O)c(C#N)cc2CS1
148	-4	-4	-2	-4	20	-3	-2	-1	121	136	CCN1CCN(S(=O)(=O)c2ccc3[nH]c(=O)oc3c2)CC1
101	2	-50	-2	-6	9	-1	0	2	102	103	Cc1oc2c(c1C(=O)O)C(=O)c1ccccc1C2=O
102	-6	92*	-5	1	3	-6	-2	-4	98	110	O=C(CSc1nnc(SCc2ccc(Cl)cc2)s1)N/N=C/c1c[nH]c2ccccc12
96	-3	11	-6	-2	13	-5	-1	-5	92	99	Cc1ccc(N(C)C(=O)c2ccc3c(Cl)c4c(nc3c2)CCC4)cc1C
104	0	-32	-5	-13	11	-4	-6	0	102	103	CSc1nccc(Oc2ccc(C#N)cc2)n1
93	-1	19	-5	-5	10	-2	-6	0	99	100	N#CCCn1cc(C(=O)Nc2ccc([N+](=O)[O-])cc2)c(-c2cc3ccccc3o2)n1
99	-1	-12	1	-1	22	1	1	3	100	102	CC(=O)NC(C)C(=O)OCC(=O)c1ccc(Cl)s1 (configuration not stated)
101	-4	-24	-8	-4	9	-4	-3	-7	109	102	CN1CCN(C(=O)c2ccc(S(=O)(=O)c3ccc(Br)cc3)cc2)CC1

Next results.
RGS7-Gao	Bim-Mcl-1	Mcl1 Bid PPI	Bim-Bcl-XL	Bfl-1 Bim block	GSH bead fluor	Bim-Bcl-B	Bim-Bcl-2	Bcl-W Bim block	RGS4-Gao reg	RGS8-Gao reg	Compound
101	1	7	1	4	11	2	1	1	105	97	COc1cc(C(=O)NCC(=O)N/N=C(C)\C=C\c2ccccc2)cc(OC)c1OC
109	-2	55*	-1	-2	28	-4	-3	-3	103	104	CCCS(=O)(=O)N1CCCC(C(=O)NCCc2ccc(Cl)cc2)C1 (configuration not stated)
?	1	-22	-2	-5	9	-4	-3	0	103	100	CCOc1[nH]n(-c2ccccc2)c(=O)c1C=Nc1ccc(OC)cc1
104	0	-12	-4	-11	14	-7	-9	0	104	100	Cc1ccc(CNc2ncnc3c2cnn3-c2ccccc2)cc1
98	0	1	0	0	7	0	-1	0	102	102	COC(=O)NC1CCC(NC(=O)OC)CC1 (configuration not stated)
100	-2	-19	-3	0	4	-2	1	-2	100	97	O=C(NCCC1=CCCCC1)C(=O)NCC(c1ccco1)N1CCN(c2ccccc2F)CC1 (configuration not stated)
100	-1	2	-2	0	18	-3	0	-4	97	99	C=CCn1c(COc2cccc3cccnc23)nnc1SCC(=O)O
103	-2	-15	-7	-4	18	-5	-4	-3	100	104	COc1cccc(C(=O)OCC(=O)NCCc2ccccc2)c1OC
101	-3	-9	3	5	9	0	0	12	104	94	Cc1ccc2ccccc2c1NC(=O)Cn1nnc(-c2cccnc2)n1
101	0	-38	-6	-5	12	-4	-1	-3	104	104	Cc1cccc(N(CC(=O)NCc2ccco2)C(=O)CCC(=O)Nc2nccs2)c1
113	0	-35	-3	2	12	5	4	-1	107	135	CN(C)CC(C)(C)CNC(=O)c1cc(Br)cc(Br)c1O
100	-2	-28	-5	-17	24	-10	-9	-2	102	102	Cc1nc2ccccn2c1C(=O)NCc1cccnc1
101	-1	-28	-2	-5	11	-5	-5	-2	87	96	CCOC(=O)Cn1ncn(-c2ccc(OC(F)(F)F)cc2)c1=O
100	1	4	2	0	21	5	-2	3	102	99	Cc1ccc(NC(=O)CCOc2ccccc2)cc1S(=O)(=O)Nc1ccccc1Cl
101	-5	-32	-9	-4	6	-7	-3	-6	99	104	Cc1csc(SCC(=O)NCCc2ccc(Cl)cc2)n1
100	-1	1	-7	-11	19	-11	-10	-9	100	101	O=C(CSc1nnc(-c2ccccc2)n1-c1ccc(Cl)cc1)N/N=C/c1ccco1
100	2	-12	0	0	22	0	0	-2	98	95	CC(=O)Oc1ccc2c(C)cc(=O)[nH]c2c1
108	-6	20	-5	-5	15	-6	-1	-4	109	113	c1ccc(Nc2cccc(Nc3ccccc3)c2)cc1
95	1	29	-4	0	15	0	-3	-1	94	95	COc1ccc(NC(=O)c2cc(-c3cccnc3)nc3c(C)c(C)ccc23)c(OC)c1
